# Screening data (PubChem)
# All columns: NCI-60 one-dose screen, growth in % after 48 h at 10 µM unless noted; 100 = growth as untreated, 0 = no growth, -100 = all killed.
# DU-145: DU-145 prostate cancer | 81,000 tested, 4.2% active | AID 1794760
# PC-3: PC-3 prostate cancer cells | 80,000 tested, 3.9% active
# U251: U251 CNS tumor cells. 80,000 tested, 5.4% active. AID 1794753
# SF-268: SF-268 CNS cancer cells | 82,000 tested, 3.1% active | AID 1794759
# OVCAR-4: OVCAR-4 ovarian cancer cells; AID 1794784; 80,000 tested, 3.7% active
# OVCAR-5: OVCAR-5 ovarian cancer. 82,000 tested, 2.9% active. AID 1794783
# OVCAR-8: OVCAR-8 ovarian cancer | AID 1794782 | 81,000 tested, 4.4% active
# OVCAR-3: OVCAR-3 ovarian cancer. AID 1794787. 79,000 tested, 7% active
# SK-OV-3: SK-OV-3 ovarian cancer cells; 80,000 tested, 3.2% active; AID 1794785
# * = called active by the depositor; nt = no result given. How the source made its calls: active means growth percent below 10; inactive means the rest.
1: CCCCOC(=O)N1CCCCC1CCCC (stereo not given)
2: C#CCNCc1ccccc1
3: C=C1C(=O)O[C@H]2[C@H]1CC/C(C=Nc1c(N)cc(C(F)(F)F)cc1C(F)(F)F)=C\CC[C@@]1(C)O[C@@H]21
4: CCCCCCCCCCCCCCCCCC1=NC(C)(C)CN1CCO
5: CCOc1cc(/C=N\NC(=O)N/N=C/c2ccc(O)c(OCC)c2)ccc1O
6: O=C1/C(=C/c2ccc(O)cc2)CN(C(=O)CCN2CCC(=NO)CC2)C/C1=C\c1ccc(O)cc1
7: CC(=O)Nc1nonc1-c1nc2ccccc2n1Cc1cccc(C(F)(F)F)c1
8: COc1ccc(NC(=O)C(O)c2ccccc2)cc1 (stereo not given)
9: COc1ccc(-c2csc(N=Nc3c(O)[nH]c4ccc(OC)cc34)n2)cc1
10: N=c1c2cc(-c3ccccc3)oc2ncn1/N=C/c1ccccc1

screen / no.,1,2,3,4,5,6,7,8,9,10
DU-145,113,116,5.8*,2.0*,15,108,nt,105,95,97
PC-3,95,100,-13*,-52*,33,99,88,97,86,72
U251,101,102,8.6*,-58*,34,115,97,97,95,85
SF-268,104,112,1.5*,-67*,46,99,nt,105,92,89
OVCAR-4,110,104,-72*,34,nt,105,115,98,61,93
OVCAR-5,101,99,-9.1*,82,67,106,66,111,106,84
OVCAR-8,109,106,4.8*,1.7*,52,112,97,106,82,97
OVCAR-3,113,107,-94*,-9.3*,-35*,114,nt,111,99,59
SK-OV-3,102,120,49,-36*,16,103,65,107,100,96

11: CCOC(=O)/C(C#N)=C\c1ccc2ccccc2c1
12: CC1(C)NC(=O)CC[C@]2(C)[C@H]3CC=C4[C@@H]5C[C@@](C)(C(N)=O)CC[C@]5(C)CC[C@@]4(C)[C@]3(C)CC[C@@H]12
13: O=C(Nc1ccccc1Cl)Oc1ccc2ccccc2c1
14: CCN1C(=O)N(CC)C2Nn3c(s/c(=C\C(=O)O)c3=O)=NC21 (stereo not given)
15: COc1ccc(/C=N/NC(=O)CCN2c3ccccc3Sc3ccccc32)cc1
16: O=C(Cc1ccccn1)C(F)(F)C(F)(F)C(F)(F)F
17: O=c1c2cc(F)ccc2sc2c(N3CCN(Cc4ccccc4)CC3)nc3ccccc3c12
18: N#CC1=C(N)Oc2c(sc3c(F)cccc23)C1c1ccc(Cl)cc1 (stereo not given)
19: CCC(CCc1ccccn1)C(=O)c1ccccc1 (stereo not given)
20: CNC(=O)c1[nH]cc(-c2ccccc2)c1-c1cc(OC)c2c(c1OC)OCO2

screen / no.,11,12,13,14,15,16,17,18,19,20
DU-145,106,100,107,105,102,112,111,41,113,106
PC-3,98,91,102,92,61,91,96,8.4*,102,98
U251,98,98,103,98,92,nt,104,26,104,96
SF-268,103,89,101,105,97,125,101,45,98,94
OVCAR-4,109,101,101,111,90,109,110,63,115,106
OVCAR-5,99,88,89,94,86,113,97,82,93,101
OVCAR-8,96,99,84,102,99,nt,97,43,104,100
OVCAR-3,108,111,97,112,76,112,114,6.2*,122,95
SK-OV-3,96,104,94,110,97,109,nt,31,98,108

21: CCC(C(N)=O)N1C(=O)C2C3CCC(C3)C2C1=O (stereo not given)
22: NC(Cn1ccc(=O)c(O)c1)C(=O)O (stereo not given)
23: C/C(=N\NC(N)=O)c1nnn(-c2ccc(S(N)(=O)=O)cc2)c1C
24: O=C(Nc1cccc([N+](=O)[O-])c1)c1ccc2ccccc2c1O
25: N#CCSc1nc(-c2cnccn2)cc(-c2cccs2)c1C#N
26: COc1cc(OC)cc(C2C(C#N)=C(N)Oc3c2ccc2ccc(O)cc32)c1 (stereo not given)
27: O=C(O)CCc1nc2c(=O)[nH]c(SCC(=O)O)nc2[nH]c1=O
28: CCCCCCCC(C)(O)CC (stereo not given)
29: Cc1ccc(/C=N\NC(=O)N/N=C/c2ccc(C)cc2)cc1
30: COc1ccc(C2C3=C(CC(C)(C)CC3=O)Nc3cc4c(cc32)OCO4)cc1 (stereo not given)

screen / no.,21,22,23,24,25,26,27,28,29,30
DU-145,109,111,107,79,103,11,109,95,103,107
PC-3,100,94,104,52,93,18,102,98,95,95
U251,102,107,104,49,100,13,101,105,94,99
SF-268,103,100,96,72,91,16,102,89,99,95
OVCAR-4,99,102,107,44,70,56,107,119,101,104
OVCAR-5,99,99,105,64,91,33,105,78,111,114
OVCAR-8,107,94,107,80,104,18,108,92,96,103
OVCAR-3,106,118,106,37,104,-16*,107,90,113,105
SK-OV-3,104,115,114,75,82,42,114,105,104,97

31: C=C(C)[C@@H]1CC=C2c3sc(-c4ccc5c(c4)OCO5)nc3C[C@@H](C)[C@]2(C)C1
32: Cc1cc(Oc2cnc(=O)[nH]c2)cs1
33: CC1(C)CC(=O)C2=C(C1)N(CCc1ccc(S(N)(=O)=O)cc1)C1=C(C(=O)CC(C)(C)C1)C2c1ccccc1Br
34: COc1cc(C2=NNC(=O)Cc3cc4c(cc32)OCCO4)ccc1N
35: O=S(=O)(NCCNc1nccc(-n2cnc3ccccc32)n1)c1ccc(Br)cc1
36: N#Cc1c(-c2ccccc2)nc(SCC2CO2)[nH]c1=O (stereo not given)
37: CC(/C=C/C(O)=C1/C(=O)CNC1=O)=C\[C@@H](C)[C@H]1O[C@@]2(C)O[C@H](C(=O)[C@@H]3O[C@@]32C)[C@@H]1C
38: CC(C)(CC(C)(N)C(=O)O)OCc1ccccc1 (stereo not given)
39: Cc1ccc(Nc2nc(N)nc3c2CCc2occc2-3)cc1
40: Cc1cc(C)nc(NS(=O)(=O)c2ccc(Nc3nc4nc(Nc5cccc(O)c5)nc(-c5ccc(O)cc5O)c4c(=O)[nH]3)cc2)n1

screen / no.,31,32,33,34,35,36,37,38,39,40
DU-145,105,102,102,111,100,nt,106,106,106,115
PC-3,94,93,87,107,94,97,102,90,95,65
U251,103,102,102,98,99,90,105,96,103,93
SF-268,101,99,90,116,91,111,114,102,100,89
OVCAR-4,95,99,99,105,82,113,108,107,98,88
OVCAR-5,107,nt,97,104,94,98,93,107,97,107
OVCAR-8,99,109,101,104,96,106,nt,98,104,114
OVCAR-3,103,105,nt,114,103,110,112,108,110,89
SK-OV-3,109,118,97,107,100,102,111,94,100,105

# An excerpt from above in order of heavy-atom count, largest number first:
40: Cc1cc(C)nc(NS(=O)(=O)c2ccc(Nc3nc4nc(Nc5cccc(O)c5)nc(-c5ccc(O)cc5O)c4c(=O)[nH]3)cc2)n1
33: CC1(C)CC(=O)C2=C(C1)N(CCc1ccc(S(N)(=O)=O)cc1)C1=C(C(=O)CC(C)(C)C1)C2c1ccccc1Br
37: CC(/C=C/C(O)=C1/C(=O)CNC1=O)=C\[C@@H](C)[C@H]1O[C@@]2(C)O[C@H](C(=O)[C@@H]3O[C@@]32C)[C@@H]1C
35: O=S(=O)(NCCNc1nccc(-n2cnc3ccccc32)n1)c1ccc(Br)cc1
30: COc1ccc(C2C3=C(CC(C)(C)CC3=O)Nc3cc4c(cc32)OCO4)cc1 (stereo not given)
31: C=C(C)[C@@H]1CC=C2c3sc(-c4ccc5c(c4)OCO5)nc3C[C@@H](C)[C@]2(C)C1
34: COc1cc(C2=NNC(=O)Cc3cc4c(cc32)OCCO4)ccc1N
25: N#CCSc1nc(-c2cnccn2)cc(-c2cccs2)c1C#N
27: O=C(O)CCc1nc2c(=O)[nH]c(SCC(=O)O)nc2[nH]c1=O
36: N#Cc1c(-c2ccccc2)nc(SCC2CO2)[nH]c1=O (stereo not given)
38: CC(C)(CC(C)(N)C(=O)O)OCc1ccccc1 (stereo not given)
32: Cc1cc(Oc2cnc(=O)[nH]c2)cs1

screen / no.,40,33,37,35,30,31,34,25,27,36,38,32
DU-145,115,102,106,100,107,105,111,103,109,nt,106,102
PC-3,65,87,102,94,95,94,107,93,102,97,90,93
U251,93,102,105,99,99,103,98,100,101,90,96,102
SF-268,89,90,114,91,95,101,116,91,102,111,102,99
OVCAR-4,88,99,108,82,104,95,105,70,107,113,107,99
OVCAR-5,107,97,93,94,114,107,104,91,105,98,107,nt
OVCAR-8,114,101,nt,96,103,99,104,104,108,106,98,109
OVCAR-3,89,nt,112,103,105,103,114,104,107,110,108,105
SK-OV-3,105,97,111,100,97,109,107,82,114,102,94,118

28: CCCCCCCC(C)(O)CC (stereo not given)

screen / no.,28
DU-145,95
PC-3,98
U251,105
SF-268,89
OVCAR-4,119
OVCAR-5,78
OVCAR-8,92
OVCAR-3,90
SK-OV-3,105

# More entries follow:
41: O=C(O)CCCCCNC(=O)c1nc(-c2ccccc2)n(-c2ccccc2)n1
42: COC(=O)C(Cc1ccc(O)cc1)NC(=O)C(COCc1ccccc1)NC(=O)OCc1ccccc1 (stereo not given)
43: Cc1ccc2oc(=O)cc(COc3ccc(OCc4ccccc4)cc3)c2c1
44: COc1cc2c(OC)c(-c3c(C)cc4c(-c5nc6ccccn6c5NC5CCCCC5)c(OC)c(OC)cc4c3OC)c(C)cc2c(-c2nc3ccccn3c2NC2CCCCC2)c1OC
45: Fc1ccc(C2Nc3ccccc3-n3cccc32)cc1 (stereo not given)
46: N[C@@H](Cc1ccccc1)[C@@H](O)C(=O)O
47: Cc1ccc(-c2csc(NC(=O)CN3CCN(c4cc(=O)[nH]c5ccc(F)cc45)CC3)n2)cc1
48: NC(N)=Nc1ccc(Oc2cccc(Nc3ccc(Cl)c(C(F)(F)F)c3)c2)cc1
49: COc1cc(Cn2c(C(F)(F)F)cc3c(Cl)ncnc32)ccn1
50: CC(=O)/C(=C/c1cccc(F)c1)c1ccccc1

screen / no.,41,42,43,44,45,46,47,48,49,50
DU-145,111,105,100,101,106,110,53,48,-100*,126
PC-3,86,95,87,43,93,106,44,28,29,93
U251,99,104,93,86,96,106,67,-28*,13,104
SF-268,103,92,94,93,101,103,63,33,-11*,116
OVCAR-4,108,103,101,80,98,107,69,56,-58*,108
OVCAR-5,111,102,103,90,92,102,98,59,94,111
OVCAR-8,96,106,96,97,95,107,77,69,-16*,nt
OVCAR-3,107,104,104,89,104,106,91,35,-52*,123
SK-OV-3,102,102,103,121,94,104,89,83,75,125

51: S=c1[nH]nc(-c2cccc(Cl)c2Cl)n1-c1ccc(Cl)cc1
52: CC(=O)n1c(-c2ccc(Cl)cc2)nc2c(c1=O)C(c1ccc(Cl)cc1)c1sc3c(Cl)cccc3c1O2 (stereo not given)
53: O=C(O)CONC(=O)c1ccccc1
54: CCN(CC)Cc1cc(/C=C2\CC/C(=C\c3cc(CN(CC)CC)c(O)c(OC)c3)C2=O)cc(OC)c1O
55: COc1ccc(-c2onc(NC(C)=O)c2-c2cc(OC)c(OC)c(OC)c2)cc1
56: COc1ccc(Cl)cc1NC(=O)c1cc2c([nH]1)-c1nc(NC(=O)C(C)C)sc1CC2
57: O=c1ccc(=O)n(CO)[nH]1
58: O=C(NCCNc1nccc(Nc2ccc(S(=O)(=O)Nc3ccccn3)cc2)n1)c1ccccc1
59: CCCCN(CCCC)CCCNc1c2c(nc3c(OC)cccc13)CCCC2
60: CCOC(=O)C(C(=O)Nc1ccc2c(c1)OC(OCc1ccc(C(=N)N)cc1)C(=O)N2C)c1ccccc1 (stereo not given)

screen / no.,51,52,53,54,55,56,57,58,59,60
DU-145,114,2.1*,113,106,108,96,109,109,99,110
PC-3,96,4.5*,89,97,90,88,84,98,79,95
U251,101,-38*,98,107,96,97,106,97,90,100
SF-268,103,-0.1*,108,95,105,95,93,100,97,93
OVCAR-4,107,17,95,99,99,109,111,106,84,103
OVCAR-5,113,-4.0*,109,114,105,128,102,104,100,98
OVCAR-8,98,-31*,100,112,92,107,99,99,92,100
OVCAR-3,114,-50*,115,98,108,103,105,111,93,100
SK-OV-3,117,-2.5*,99,112,102,78,97,103,98,99

61: CCOc1cc(/C=C/C(=O)C(C(=O)/C=C/c2ccc(OC(=O)CNc3nc4ccccc4[nH]3)c(OCC)c2)C(=O)CNc2nc3ccccc3[nH]2)ccc1OC(=O)CNc1nc2ccccc2[nH]1
62: Cc1cc(NCCN(C)C)n2c(nc3ccccc32)c1C#N
63: NC(=S)N/N=C\c1c[nH]c2nccnc12
64: CC1(C)CC[C@]2(C(=O)NC3CCCCC3)CC[C@]3(C)C(=CC[C@@H]4[C@@]5(C)CCC(=O)C(C)(C)[C@@H]5CC[C@]43C)[C@@H]2C1
65: O=C1Nc2ccccc2SC1c1ccccc1Cl (stereo not given)
66: CCCCOC(=O)C(=O)/C(=C\n1c(=S)[nH]c2cc(C)ccc21)C(=O)C=C(C)C
67: CNc1ccc(Nc2cccc(C)c2)c2c1C(=O)c1ccccc1C2=O

screen / no.,61,62,63,64,65,66,67
DU-145,-25*,120,116,111,108,112,85
PC-3,3.1*,93,103,59,93,86,95
U251,-62*,97,103,93,112,96,95
SF-268,8.5*,117,105,88,88,95,87
OVCAR-4,27,111,97,89,80,97,82
OVCAR-5,12,101,106,101,98,107,91
OVCAR-8,9.4*,99,104,100,nt,100,100
OVCAR-3,-2.2*,114,106,97,83,97,110
SK-OV-3,29,98,113,95,114,101,86
